Bioassay records: PubChem BioAssay, National Center for Advancing Translational Sciences (NCATS)
APEX1 inh = qHTS Assay for Inhibitors of the Human Apurinic/apyrimidinic Endonuclease 1 (APE1); AID 2517, 2012; Potency, µM (series often up to 65.8 µM), inactives show at the highest dose activity change, negative = inhibition, hits mostly inhibitors; recombinant APE1, TAMRA/BHQ-2 abasic DNA cleavage fluorescence; hit rate 0.35% among 350,000;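 further: plate controls were vehicle for no effect and reference inhibitor for full effect; nearly all actives have a fitted effect of over 55% in size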
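0.75 nM APE1 + cpd, 15 min RT; start w/ 50 nM TAMRA/BHQ-2 THF-abasic dsDNA; kinetic fluor 525/598 nm ×3 reads @60 s; Δ(read3−read1); normalized to DMSO and NSC13755 control wells.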
POLB inh = qHTS Assay for Inhibitors of DNA Polymerase Beta | hit rate 1.3% among 340,000 | Potency, µM (titrated, usually from 114 µM), without a hit: at the top dose activity change, negative = inhibition, most hits filed as inhibitors | P06746 | Pol beta primer extension/strand displacement, fluorescence kinetic | AID 485314, 2010; further: on the % scale 0 is the no-effect control and ±100 the full control effect
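Human Pol beta at 10 nM; strand-displacement substrate 50 nM final. Compound exposure 15 min at room temperature before start, reaction 10 min at room temperature.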
Pol eta inh = qHTS for Inhibitors of Polymerase Eta; DNA polymerase eta (Homo sapiens), Q9Y253; recombinant Pol eta, fluorescent DNA replication assay; Potency, µM (series often up to 114 µM), without a hit: at the highest dose activity change, negative = inhibition, hits mostly inhibitors; hit rate 1.2% among 390,000; further: on the % scale 0 is the no-effect control and ±100 the full control effect
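Pol eta at 10 nM preincubated with compounds 15 min at room temperature; reaction started with fluorescent substrate (50 nM final) and read kinetically at 0 and 10 min.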
BLM inh = qHTS Assay for Inhibitors of Bloom's syndrome helicase (BLM) | recombinant BLM DNA unwinding, fluorescence dequenching | Potency, µM (highest dose often 56.1 µM), without a hit: top-dose activity change, negative = inhibition, usual class: inhibitors | hit rate 0.2% among 350,000;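 further: plate controls were vehicle for no effect and no enzyme for full effect; nearly all actives have a fitted effect of over 35% in size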
Target sequence (P54132 whole entry, looked up): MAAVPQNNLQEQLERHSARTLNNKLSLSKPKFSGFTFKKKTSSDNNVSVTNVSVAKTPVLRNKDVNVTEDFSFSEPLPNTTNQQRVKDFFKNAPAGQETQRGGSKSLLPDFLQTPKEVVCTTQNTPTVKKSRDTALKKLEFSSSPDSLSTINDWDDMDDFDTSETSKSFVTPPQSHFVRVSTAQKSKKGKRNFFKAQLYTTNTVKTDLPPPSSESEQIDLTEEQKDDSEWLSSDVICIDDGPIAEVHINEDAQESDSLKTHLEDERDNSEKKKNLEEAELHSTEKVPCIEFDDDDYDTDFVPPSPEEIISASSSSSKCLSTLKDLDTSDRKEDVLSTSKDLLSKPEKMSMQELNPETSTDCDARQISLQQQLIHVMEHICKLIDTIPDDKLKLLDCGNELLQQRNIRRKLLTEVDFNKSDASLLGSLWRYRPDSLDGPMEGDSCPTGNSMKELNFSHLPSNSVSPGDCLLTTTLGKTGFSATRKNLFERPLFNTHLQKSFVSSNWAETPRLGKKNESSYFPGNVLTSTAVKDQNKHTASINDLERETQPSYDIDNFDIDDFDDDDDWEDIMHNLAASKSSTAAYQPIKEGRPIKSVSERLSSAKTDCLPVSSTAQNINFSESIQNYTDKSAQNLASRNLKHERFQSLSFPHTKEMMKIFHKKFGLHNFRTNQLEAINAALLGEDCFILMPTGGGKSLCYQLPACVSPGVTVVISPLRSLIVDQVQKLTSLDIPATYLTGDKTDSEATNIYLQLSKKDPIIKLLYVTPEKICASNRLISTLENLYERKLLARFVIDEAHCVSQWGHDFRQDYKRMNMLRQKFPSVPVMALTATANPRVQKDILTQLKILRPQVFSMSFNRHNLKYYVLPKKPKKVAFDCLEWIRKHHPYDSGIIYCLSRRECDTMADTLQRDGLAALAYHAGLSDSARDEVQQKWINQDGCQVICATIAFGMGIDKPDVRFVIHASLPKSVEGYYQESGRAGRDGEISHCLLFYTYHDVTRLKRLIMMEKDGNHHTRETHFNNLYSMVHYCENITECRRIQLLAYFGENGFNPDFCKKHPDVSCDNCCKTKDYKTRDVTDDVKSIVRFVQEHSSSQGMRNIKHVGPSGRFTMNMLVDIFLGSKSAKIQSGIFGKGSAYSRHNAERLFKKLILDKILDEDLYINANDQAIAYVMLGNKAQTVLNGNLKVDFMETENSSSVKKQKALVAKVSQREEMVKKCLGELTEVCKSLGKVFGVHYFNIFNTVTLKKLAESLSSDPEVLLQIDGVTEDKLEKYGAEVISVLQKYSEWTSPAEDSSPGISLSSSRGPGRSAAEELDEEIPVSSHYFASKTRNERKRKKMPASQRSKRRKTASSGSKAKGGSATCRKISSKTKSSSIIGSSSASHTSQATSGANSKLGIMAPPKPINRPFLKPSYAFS
POLI inh = qHTS for Inhibitors of Polymerase Iota | DNA polymerase iota (Homo sapiens), Q9UNA4 | Pol iota fluorescent replication assay, 10 min | Potency, µM (series often up to 115 µM), for inactives: at the top dose activity, negative = inhibition, most hits filed as inhibitors | hit rate 1% among 390,000
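Pol iota at 10 nM preincubated 15 min with compounds at room temperature; reaction started with fluorescent substrate, 50 nM final. Fluorescence read kinetically at 0 and 10 min; buffer-only wells as negative control.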
Pol kappa inh = qHTS for Inhibitors of Polymerase Kappa. DNA polymerase kappa (Homo sapiens), Q9UBT6. purified Pol kappa, fluorescent DNA synthesis assay, 10 min. Potency, µM (doses to about 107 µM), inactives show top-dose activity, negative = inhibition, usual class: inhibitors. hit rate 0.53% among 400,000. AID 588579, 2011; further: on the % scale 0 is the no-effect control and ±100 the full control effect
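Kinetic fluorescence screen: compound preincubated 15 min RT with 10 nM enzyme; 50 nM substrate (final) initiates; reads at 0/10 min.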
BAZ2B inh = qHTS Assay for Inhibitors of BAZ2B. AlphaScreen BAZ2B-H3K14Ac peptide displacement. hit rate 4.4% among 360,000. Potency, µM (top dose mostly 114 µM), inactives show top-dose activity change, negative = inhibition, most hits filed as inhibitors. Bromodomain adjacent to zinc finger domain protein 2B (Homo sapiens), Q9UIF8. AID 504333, 2011; further: on the % scale 0 is the no-effect control and ±100 the full control effect; nearly all actives have a fitted effect of over 60% in size
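BAZ2B (50 nM) with biotin-H3(5-23)K14Ac peptide (50 nM) in PBS pH 7.4, 0.01% Tween-20, preformed 30 min, then compound 30 min at room temperature; top concentration 110uM. AlphaScreen streptavidin donor/nickel chelate acceptor beads (10 ug/mL final), 20 min dark, signal read.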
JMJD2A Tudor = qHTS Assay for Inhibitors of JMJD2A-Tudor Domain | hit rate 4.4% among 390,000 | Lysine-specific demethylase 4A (Homo sapiens), O75164 | AlphaScreen JMJD2A-Tudor / H3K4me3 peptide binding | Potency, µM (titrated, usually from 114 µM), for the others: at the highest dose activity change, negative = inhibition, hits mostly inhibitors; further: on the % scale 0 is the no-effect control and ±100 the full control effect; nearly all actives have a fitted effect of over 50% in size
G9a inh = qHTS Assay for Inhibitors of Histone Lysine Methyltransferase G9a; Potency, µM (top dose mostly 102 µM), for inactives: top-dose activity, negative = inhibition, most hits filed as inhibitors; Histone-lysine N-methyltransferase EHMT2 (Homo sapiens), Q96KQ7; G9a H3K9 monomethylation, AlphaScreen, 2 h; hit rate 8.8% among 350,000; further: on the % scale 0 is the no-effect control and ±100 the full control effect; nearly all actives have a fitted effect of over 75% in size
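Quantitative HTS format: methyltransferase activity on a biotin-tagged H3K9 peptide is measured by AlphaScreen, using a rabbit anti-monomethyl-H3K9 antibody with streptavidin donor and anti-IgG acceptor beads. Final levels are 20 nM enzyme, 500 nM peptide, 20 uM SAM; 2 h RT.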
* hit, by the source's call; ? = inconclusive; · = not tested or not shown; & = joins results of further samples; [ ] = remark or other dose. The call rests on the fitted dose curve; in most records, active means well fitted curve in the direction sought with a large enough effect; inconclusive means small, poorly fitted or top-dose-only effect, or another doubt; inactive means no such curve, though single readings can be large; an effect the other way counts as inactive or inconclusive. Potency means the concentration at half of the fitted maximal effect.

SMILES,APEX1 inh,Pol kappa inh,BLM inh,BAZ2B inh,POLI inh,G9a inh,POLB inh,JMJD2A Tudor,Pol eta inh
Cc1cc2oc(C(=O)N(Cc3cccs3)C3CCS(=O)(=O)C3)cc(=O)c2cc1Cl (stereo not given),-4%,-15%,-2%,-7%,134%[activator],-5%[59 µM],-23%,-14%,4%
O=C(/C=C/c1ccccc1[N+](=O)[O-])N1CCCCC1,7%,-2%[60.1 µM],1%,·,26%,-42%,-1%,-23%,4%
Cc1ccc(S(=O)(=O)N(CC(=O)NCCSc2ccccn2)c2ccc(C)c(C)c2)cc1,-6%,-10%,-7%,-6%,5%,8%,0%,-11%,-9%
COC(=O)c1nnn(-c2cccc(C)c2)c1C(=O)OC,·,4%,-2%,-2%,19%,-4%[59 µM],-14%,-9%,-15%
O=C(Nc1ccccc1F)c1ccc(-n2cncn2)nc1,1%,-8%,2%,11%,6%,?,9%,-14%,-8%
COC(=O)[C@H](Cc1ccccc1)NC(=O)Nc1ccc(OC)cc1,7%,8%,-1%,-7%,11%,·,48%,-10%,-11%
CCOC(=O)c1sc(/S(C)=N\S(=O)(=O)c2cccc(Cl)c2)c2c1CCC=C2 (stereo not given),8%,3%,-4%,-15%,10%,·,3%,-20%,-14%
CSCC[C@H](NC(=O)N1CCn2c1nc1ccccc12)C(=O)NC1CCCCC1,14%,-2%,-1%,-31%,29%,?,-2%,-15%,-19%
CCOC(=O)c1nn(C)c(C)c1Cl,1%,-6%,0%,5%,14%,2%[59 µM],14%,3%,-11%
Cc1ccccc1NC(=O)C(C)c1ccc(-c2ccccc2)c(F)c1 (stereo not given),-8%,-18%,1%,7%,2%,49%[12.7 µM],-6%,-7%,-14%
C/C(=C\C(=O)c1ccc(Br)cc1)Nc1ccc(Cl)cc1,11%,-16%,-7%,-4%,26%,11%,0%,5%,-4%
CCCCCc1ccc(-c2ccc(Br)cc2)nc1,·,-9%,-1%,225%[activator],7%,85%[activator][59 µM],-3%,188%[activator],-22%
NC(=S)N=Nc1c(O)n(C2OC(=O)c3ccccc32)c2ccccc12 (stereo not given),-7%,0%,-9%,1%,-12%,?,10%,-14%,-8%
Cc1ccc(NS(=O)(=O)c2cccc(C(=O)Nc3cccnc3)c2)c(C)c1,9%,-16%,·,·,68%[activator],·,·,-25%,-6%
CCOC(=O)N1CCN(S(=O)(=O)c2ccc(OCC)cc2)CC1,1%,-8%,-1%,5%,11%,8%[59 µM],-2%,-10%,-15%
Cn1c(=O)[nH]c(=O)c2c1nc(Br)n2CCSc1ncccn1,-3%,-7%,-1%,1%,25%,-13%[59 µM],?,4%,-17%
S=c1nc(-c2ccccc2)[nH]n1-c1ccccc1,17%,-13%,-4%,-37%,?,?,18%,22µM*,-1%
O=C(COC(=O)C1c2ccccc2Oc2ccccc21)NC1CCS(=O)(=O)C1 (stereo not given),8%,-2%,-7%,-7%,1%,-13%[0.0925 µM],7%,-82%[57.1 µM],-2%
COCC(=O)N1CCCC(C(=O)c2ccc(-c3ccccc3)c(F)c2)C1 (stereo not given),0%,-2%,-3%,0%,71%[activator],11%,24%,-18%,-14%
COc1ccc(N(C(=O)Nc2ccc(Cl)cc2)C2=NCCC2)cc1,0%,-3%,-4%,-3%,6%,23%[59 µM],0%,11%,-5%
CCSc1ncc(Cl)c(C(=O)Nc2c(C(=O)Nc3cccc(C)c3)oc3ccccc23)n1,·,0%,-5%,0%,7%,7%[59 µM],-18%,8%,·
COCCN(C)C(=O)CC1C(=O)NCCN1CC(c1ccccc1)c1ccccc1 (stereo not given),2%,-6%,-6%,-17%,8%,-30%,1%,-8%,-20%
CC(C)(OC(=O)c1cccs1)c1cc2ccccc2c(=O)o1,-15%,-12%,·,13%,8%,9%[0.501 µM],·,6%,-12%
CCOC(=O)c1ccccc1NC(=O)CSc1c(C)cnc2c1c(=O)n(C)c(=O)n2C,·,-6%[60.1 µM],0%,-1%,27%,-1%[59 µM],2%,-7%,-17%
CC(O)Cn1c(=O)c2c(nc(Br)n2Cc2ccccc2)n(C)c1=O (stereo not given),-1%,-1%,-11%,5%,19%,23%[59 µM],28%,-3%,-11%

3 of the entries above in order of their number in Pol eta inh, largest number first.
smiles | Pol kappa inh | BLM inh | BAZ2B inh | POLI inh | G9a inh | POLB inh | JMJD2A Tudor | Pol eta inh
C/C(=C\C(=O)c1ccc(Br)cc1)Nc1ccc(Cl)cc1 | -16% | -7% | -4% | 26% | 11% | 0% | 5% | -4%
CSCC[C@H](NC(=O)N1CCn2c1nc1ccccc12)C(=O)NC1CCCCC1 | -2% | -1% | -31% | 29% | ? | -2% | -15% | -19%
COCCN(C)C(=O)CC1C(=O)NCCN1CC(c1ccccc1)c1ccccc1 (stereo not given) | -6% | -6% | -17% | 8% | -30% | 1% | -8% | -20%

Continued:
SMILES,APEX1 inh,Pol kappa inh,BLM inh,BAZ2B inh,POLI inh,G9a inh,POLB inh,JMJD2A Tudor,Pol eta inh
O=C1[C@@H]2[C@H](C(=O)N1Cc1cccnc1)[C@H]1C=C[C@@H]2C1,-1%,-8%,1%,5%,-1%[58.9 µM],58%[activator][12.7 µM],41%,-7%,-1%
Cc1cc2cc(CNC(=O)C3CC3)ccc2n1C,-7%,6%,1%,?,19%,-3%,14%,-17%,-3%
Cc1cccc(Nc2nc(N)c([N+](=O)[O-])c(N3CCOCC3)n2)c1,2%,-15%,-1%,?,87%[activator],?,14%,?,-10%
O=C(COC(=O)c1ccc(S(=O)(=O)N2CCOCC2)cc1)NCc1cccs1,-4%,-2%,-1%,-23%,86%[activator],-5%[59 µM],?,-12%,-18%
CC1=C(C(=O)Nc2ccccn2)C(c2ccc(Cl)cc2)NC(=S)N1 (stereo not given),1%,1%,-2%,-12%,38%[activator],18%[59 µM],7%,1%,-14%
CN1C(=O)[C@H](Cc2ccc([N+](=O)[O-])cc2)NC1=S,-25%,-3%,0%,-4%,20%,-12%,4%,-4%,-11%
COc1ccc(CC(=O)NNC(=S)Nc2ccccc2)cc1Cl,8%,-3%,-14%,?,143%[activator],50µM*,3%,-22%,-20%
COc1ccc(N2CCN(S(=O)(=O)c3cccs3)CC2)cc1,16%,-9%,-3%,-35%,29%,25µM*,-11%,-34%,-10%
CS(=O)(=O)N1CCN(c2ccc(NC(=O)CSc3nnc(-c4ccco4)o3)cc2)CC1,36%,-23%,1%,11%,41%[activator],6%,24%,-9%,-15%
Cc1cc(C)c2sc(N(CCCN(C)C)C(=O)c3ccc(S(=O)(=O)N(C)Cc4ccccc4)cc3)nc2c1,-6%,3%,·,?,6%,40µM*,·,?,-22%
Cc1ccc(NC(=O)c2c(O)c3ccccc3n(C)c2=O)nc1,-4%,3%,3%,35%,28%,14%[59 µM],3%,7%,-7%
CC(C)n1cc(C(=O)N2CCCC(N3CCN(c4ccc(F)cc4)CC3)C2)cn1 (stereo not given),-8%,-12%,-2%,-6%,50%[activator],·,7%,-1%,-25%
Cc1cccc(NC(=S)NC2CCSc3ccccc32)c1 (stereo not given),29%,-29%,-3%,?,6%,62%,-25%,-18%,1%
COc1cc(S(=O)(=O)NCCCn2ccnc2)ccc1F,24%,13%,-5%,?,15%,5%,-10%,-18%,-12%
O=C(O)c1ccn2c(C(=O)c3ccc(Cl)cc3)c(-c3ccccc3)cc2c1,1%,-8%,-3%,-35%,15%,?,?,-21%,0%
CCOC(=O)c1c(S(=O)(=O)NCC(=O)N2CCN(c3ccccc3)CC2)c(C)n(C)c1C,-11%,-4%,0%&1%,-22%&-18%,28%&-2%,-5%,29%&4%,-17%&-18%,-1%&5%
Cc1ccc(S(=O)(=O)Nn2c(C)nnc2-n2nc(C)cc2C)cc1,-5%,0%,0%,71µM*,0%,-42%[59 µM],1%,50µM*,4%
COC(=O)/C=C1\S/C(=N/N=C/c2ccc(Cl)cc2)NC1=O,23%,-14%,-13%,?,?,·,40%,?,0%
CNC(=O)c1c(NC(=O)CS(=O)(=O)c2ccccc2)sc(C)c1C,9%,-9%,·,-7%,-1%,-51%[2.33 µM],·,-9%,-15%
Cc1ccc2[nH]c(=O)c(CN(C(=O)c3cccc([N+](=O)[O-])c3)C(C)C)cc2c1,-1%,-25%,0%,-17%,7%,?,-13%,-11%,-1%
Cc1cc(C)nc(NC(=O)/C=C/c2ccccc2Cl)c1,-1%,-8%,-2%,-1%,?,9%[59 µM],2%,-9%,-15%
COC(=O)Cc1ccc(OC(=O)c2cccc(S(=O)(=O)N3CCN(C)CC3)c2)cc1,4%,-1%,·,2%,7%,-44%,·,-3%,-22%
CCOC(=O)C(NC(=O)c1ccccc1)=C1CCCCC1,-1%,4%,1%,-3%,?,4%,2%,-30%,-3%

One compound at a time (already shown). Values in the order: APEX1 inh, Pol kappa inh, BLM inh, BAZ2B inh, POLI inh, G9a inh, POLB inh, JMJD2A Tudor, Pol eta inh
Record of Cc1cc2cc(CNC(=O)C3CC3)ccc2n1C = -7%, 6%, 1%, ?, 19%, -3%, 14%, -17%, -3%
Record of Cc1ccc(NC(=O)c2c(O)c3ccccc3n(C)c2=O)nc1 = -4%, 3%, 3%, 35%, 28%, 14%[59 µM], 3%, 7%, -7%

These rows are one share of the data; the hit share may differ from the screen's.
